PPARg SRC-3 ag = PPARgamma agonists recruiting SRC-3 coactivator, primary screen, biochemical. Peroxisome proliferator-activated receptor gamma (Homo sapiens), P37231. biochemical PPARgamma/SRC-3 coactivator recruitment assay. activation, % at 8 µM. hit rate 0.26% among 200,000. AID 731, 2007; in the data active = activation above about 23%;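 also: 0% = DMSO and 100% = reference agonist; some compounds past the cut are filed as inactive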
Target sequence (P37231 whole entry, looked up): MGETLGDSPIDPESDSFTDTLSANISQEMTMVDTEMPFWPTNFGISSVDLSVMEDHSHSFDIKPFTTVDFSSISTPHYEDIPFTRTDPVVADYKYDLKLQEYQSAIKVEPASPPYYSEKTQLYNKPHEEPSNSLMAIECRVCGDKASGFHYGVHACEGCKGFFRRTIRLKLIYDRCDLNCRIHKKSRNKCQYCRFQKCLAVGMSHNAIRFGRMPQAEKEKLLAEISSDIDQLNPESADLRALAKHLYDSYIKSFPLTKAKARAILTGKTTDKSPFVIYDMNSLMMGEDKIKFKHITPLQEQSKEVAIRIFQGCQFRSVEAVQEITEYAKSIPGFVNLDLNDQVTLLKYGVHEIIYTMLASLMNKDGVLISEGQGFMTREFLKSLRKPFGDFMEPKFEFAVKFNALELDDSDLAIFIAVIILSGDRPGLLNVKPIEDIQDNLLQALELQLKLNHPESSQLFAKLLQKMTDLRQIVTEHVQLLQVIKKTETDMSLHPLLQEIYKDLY
TNAP act hi DEA = TNAP activators at high phosphate acceptor level, primary screen, biochemical, luminescence, uHTS. AID 1136, 2008. purified TNAP, CDP-star luminescence, 1 M DEA, 30 min; hits give high values; 0 = EDTA background, 1 = DMSO-only activity. activation factor at 20 µM. 200,000 tested, under 10 active. Alkaline phosphatase, tissue-nonspecific isozyme (Homo sapiens), P05186;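 active = activation factor at least 2 at 20 µM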
Target sequence (P05186 whole entry, looked up): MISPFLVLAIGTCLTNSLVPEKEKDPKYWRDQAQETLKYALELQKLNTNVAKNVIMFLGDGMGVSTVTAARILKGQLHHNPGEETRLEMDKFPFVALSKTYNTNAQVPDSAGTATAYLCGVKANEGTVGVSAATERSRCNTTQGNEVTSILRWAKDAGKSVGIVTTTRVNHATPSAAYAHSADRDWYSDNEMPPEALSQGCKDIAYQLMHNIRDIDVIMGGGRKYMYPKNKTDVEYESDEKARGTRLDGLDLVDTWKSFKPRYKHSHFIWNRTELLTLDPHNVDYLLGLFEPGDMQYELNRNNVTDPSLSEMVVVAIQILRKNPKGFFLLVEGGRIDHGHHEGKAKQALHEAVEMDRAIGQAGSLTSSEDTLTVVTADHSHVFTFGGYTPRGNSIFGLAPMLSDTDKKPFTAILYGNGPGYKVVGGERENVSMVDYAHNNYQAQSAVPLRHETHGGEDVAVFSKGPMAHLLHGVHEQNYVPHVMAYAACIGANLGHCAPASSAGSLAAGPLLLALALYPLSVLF
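Control set: EDTA negative control, DMSO positive control / Assay system: human TNAP / Quantity: TNAP 1/800 final / Evaluation: TNAP activation factor scaled between EDTA and DMSO control wells / Measured by: luminescent substrate turnover signal / Compound dosing: one dose, 20 µM / Times: 30 min enzyme reaction at room temperature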
bIAP activator = bovine intestinal alkaline phosphatase activators, primary screen, biochemical, bovine IAP, CDP-star luminescence; purified bovine IAP, 30 min; hits give high values; fold of DMSO-control signal, blank-subtracted; alkaline phosphatase, intestinal [Bos taurus]; AID 1016, 2008; hit rate 0.17% among 200,000; activation factor at 20 µM;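 active = activation factor of 2 or more at 20 µM, a signal rise over negative controls twice the positive control's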
TNAP inh hiacc = human TNAP enzyme inhibitors, primary screen, biochemical, luminescent, high phosphate acceptor level, uHTS | Alkaline phosphatase, tissue-nonspecific isozyme (Homo sapiens), P05186 | purified TNAP, CDP-star luminescence, 1 M DEA | inhibition, % at 20 µM | hit rate 0.03% among 200,000 | AID 1135, 2008;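 active = over 50% inhibition of tissue-nonspecific alkaline phosphatase at 20 µM in the single-dose screen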;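 also: plate controls were DMSO wells for no effect and EDTA-quenched wells as full inhibition for full effect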
SRC2 TRFRET art = TR-FRET signal artefacts, primary screen, artefact control for PPARgamma SRC-2 agonist project, biochemical | TR-FRET artefact counter-screen; hits give high values | hit rate 0.4% among 200,000 | TR-FRET ratio at 8 µM | AID 1049, 2008; in the data active = TR-FRET ratio above about 2000; also: inactives centre near 1500
HMGR II inh = inhibitors of E. faecalis class II HMGR, primary screen, biochemical, Enterococcus faecalis; HMG-CoA reductase (Enterococcus faecalis, mvaE); purified E. faecalis HMGR, NADPH absorbance 340 nm kinetic; inhibition, % at 10 µM; hit rate 0.41% among 190,000;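 active = inhibition above a set limit, the median over all tested compounds plus 3 SD, cut at about 9.5% in these data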;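 also: enzyme runs in reverse so mevalonate oxidation gives rising NADPH absorbance; 0% = complete reaction with DMSO and 100% = background rate lacking mevalonate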
TNAP inh no acc = human TNAP enzyme inhibitors, primary screen, biochemical, luminescent, no phosphate acceptor, uHTS | Alkaline phosphatase, tissue-nonspecific isozyme (Homo sapiens), P05186 | inhibition, % at 20 µM | hit rate 0.26% among 200,000 | purified TNAP, CDP-star luminescence, 30 min;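 active = tissue-nonspecific alkaline phosphatase inhibition above about 50% at 20 µM in the single-dose screen, limit read from the data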;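 also: 0% = DMSO negative control and 100% = EDTA positive control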
PPARg SRC-1 ag = PPARgamma agonists recruiting SRC-1 coactivator, primary screen, biochemical; Peroxisome proliferator-activated receptor gamma (Homo sapiens), P37231; PPARgamma-SRC-1 coactivator recruitment biochemical assay; activation, % at 8 µM; hit rate 0.41% among 200,000; in the data active = activation above about 19%;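 also: 0% = DMSO and 100% = reference agonist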
PPARg SRC2 recr = agonists of PPARg-SRC-2 recruitment, primary screen, biochemical, HTS | Peroxisome proliferator-activated receptor gamma (Homo sapiens), P37231 | PPARgamma LBD-SRC-2 recruitment | activation, % at 8 µM | hit rate 0.34% among 200,000 | AID 1032, 2008; in the data active = activation above about 22%;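 also: 0% = vehicle and 100% = reference agonist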
bIAP inh = bovine intestinal alkaline phosphatase inhibitors, primary screen, selectivity assay for TNAP inhibitor project, biochemical, bovine IAP, CDP-star luminescence; purified bovine IAP, 30 min; inhibition, % at 20 µM; 190,000 tested, under 10 active; AID 1019, 2008;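 active = over 50% inhibition of intestinal alkaline phosphatase at 20 µM in the single-dose screen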
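Incubation: 30 min reaction at room temperature / Material: purified bovine intestinal alkaline phosphatase (IAP) enzyme / Input: enzyme at 1/65,000,000 dilution / Dosing: 20 µM single dose / Signal: CDP-star luminescence signal / Reagent: CDP-star chemiluminescent phosphatase substrate, 30 µM final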
An asterisk follows results filed as active; nt = no result given.

Fields: PPARg SRC-3 ag, TNAP act hi DEA, bIAP activator, TNAP inh hiacc, SRC2 TRFRET art, HMGR II inh, TNAP inh no acc, PPARg SRC-1 ag, PPARg SRC2 recr, bIAP inh
(1) Cc1ccccc1OCCCn1c(CO)nc2ccccc21
→ 5, 1, 1.1, 0, 1547, 4, -6, 4, -2, -13
(2) O=C(CSc1ncccc1C(=O)O)c1cccc(C(F)(F)F)c1
→ 6, 1, 1, -1, 1837, 0, -12, 8, -5, -3
(3) Cc1c(C(=O)N2CCN(C(=O)c3ccco3)CC2)sc2nc(-c3ccc(F)cc3)cn12
→ 0, 1, 1, 0, 1462, 4, -7, 4, -1, 2
(4) CCOc1ccccc1NC(=O)CCC(=O)Nc1ccccc1OCC
→ -6, 1, 0.9, -3, 1452, -1, -9, -2, -3, 11
(5) Cc1cnc(C(=O)Nc2ccc(C(C)C)cc2)cn1
→ 0, 1, 1, -3, 1535, 2, -3, 14, 8, 4
(6) N#Cc1nc(-c2ccc(Cl)cc2)oc1N1CCCCC1
→ 2, 1, 1, -3, 1800, -3, -9, 7, 12, 3
(7) O=C(CCc1nc2ccccc2[nH]c1=O)OCC(=O)N1CCc2ccccc21
→ -1, 1.1, 1, -10, 1565, -4, -7, -3, 3, 3
(8) O=C(COC(=O)c1ccc2c(c1)OCCO2)NCCC1=CCCCC1
→ -3, 1, 0.9, 0, 1505, -2, -6, -7, 2, 8
(9) Cc1nn(C)c(C)c1S(=O)(=O)N(CC(=O)NCCN1CCOCC1)c1ccc(C(C)C)cc1
→ 1, 1, 0.9, -1, 1805, -4, -8, 4, 7, 14
(10) CCCCOc1ccc(C(O)(CCC)CCN2CCOCC2)cc1 (stereo not drawn)
→ 3, 1, 0.9, -3, 1598, 4, -7, 4, 7, 14
(11) CSc1ccccc1NC(=S)NC1CCCCC1
→ 5, 1, 1.1, -5, 1714, -7, -10, 3, 4, -5
(12) O=C(CSCc1ccc(F)cc1)Nc1ccccc1
→ -3, 1.1, 0.9, -5, 1707, 0, -4, 5, 5, 10
(13) NS(=O)(=O)c1ccc(NC(=O)c2ccc(-c3ccccc3)cc2)cc1
→ 3, 1, 0.7, -4, 1571, -2, -10, 4, 4, 31
(14) Cc1ccc(C)c(N2CCN(C(=O)CCCn3c(=S)[nH]c4cc5c(cc4c3=O)OCO5)CC2)c1
→ 11, 1, 1.1, -2, 2000*, -1, -6, 9, 10, -13
(15) C=CCNC(=O)COC(=O)c1ccc(Cl)c(S(=O)(=O)N(Cc2ccccc2)c2ccccc2)c1
→ 2, 1, 1.1, 1, 1463, -9, -7, -1, 5, -14
(16) O=C(N[C@@H](Cc1ccccc1)C(=O)OCC(=O)N1CCOCC1)c1cccs1
→ 1, 1, 0.9, 0, 1562, -4, -19, -4, 12, 8
(17) Cc1ccc(NC(=O)C2CCN(S(=O)(=O)c3c(C)noc3/C=C/c3ccco3)CC2)nc1
→ 1, 1, 0.9, 3, 1608, 1, -12, 6, 4, 12
(18) Cc1cccc(NC(=O)CCSc2nnc(Cc3ccccc3)o2)c1
→ 1, 1, 0.9, -4, 1560, -5, -8, 2, -2, 5
(19) FC(F)(F)c1cccc(-c2noc(CN3CCOCC3)n2)c1
→ 4, 1, 0.9, -3, 1680, 7, -10, 5, 2, 5
(20) CC1CCCN(C(=S)NC2CCCC2)C1 (stereo not drawn)
→ 1, 1, 1, -4, 1337, -1, -14, -10, 1, -1
(21) Cc1ccc(C2CCN(C(=O)Nc3ccccc3)C2)cc1 (stereo not drawn)
→ -7, 1, 0.8, -2, 1456, 1, -10, 2, 1, 18
(22) CCCn1c(SCC(=O)N2c3ccc(F)cc3CCC2C)nnc1-c1ccccn1 (stereo not drawn)
→ 10, 1, 0.9, -1, 1500, -1, -3, -3, 1, 7
(23) COc1ccc(C(CNC(=S)NCc2ccccc2)N2CCCC2)cc1 (stereo not drawn)
→ 4, 1, 0.9, -4, 1407, -5, -18, 6, 15, 15
(24) COc1ccc(O)c(-c2cc(C(F)(F)C(F)F)nc(-c3ccccc3)n2)c1
→ 0, 1, 0.9, 0, 1781, 2, 10, -3, 7, 6
(25) CCOC(=O)C1=NN(C(C)=O)C2(CC(=O)N(c3ccc(C)c(C)c3)C2=O)C1 (stereo not drawn)
→ 2, 1, 0.9, 0, 1543, -3, 2, 0, 0, 7
(26) Cc1oc2nc(SCCCC(=O)NCCCO)nc(N)c2c1C
→ 1, 1, 1.1, -3, 1621, 3, -8, 4, 3, -7
(27) CC(NC(=O)CC1Sc2ccccc2NC1=O)c1ccccc1 (stereo not drawn)
→ 3, 1, 0.8, 0, 1571, -2, -4, 4, -8, 22
(28) O=C(c1ccc2c(c1)OCO2)C1CCCN(Cc2ccc3cccc(F)c3n2)C1 (stereo not drawn)
→ 1, 1, 0.7, -1, 1521, -2, 0, 10, 7, 28
(29) CCOc1nc(C)ccc1-c1noc(CC)n1
→ 8, 1, 1, 4, 1619, -1, -4, 0, 4, -1
(30) COCCCN(CC(=O)Nc1ccc(N2CCOCC2)cc1)S(=O)(=O)c1ccc(Cl)cc1
→ 4, 1.1, 0.9, -7, 1626, 2, -12, 3, -2, 10

Ordered by SMILES length (rising): part of the list above.
Fields: PPARg SRC-3 ag, TNAP act hi DEA, bIAP activator, TNAP inh hiacc, SRC2 TRFRET art, HMGR II inh, TNAP inh no acc, PPARg SRC-1 ag, PPARg SRC2 recr, bIAP inh
(5) Cc1cnc(C(=O)Nc2ccc(C(C)C)cc2)cn1
→ 0, 1, 1, -3, 1535, 2, -3, 14, 8, 4
(6) N#Cc1nc(-c2ccc(Cl)cc2)oc1N1CCCCC1
→ 2, 1, 1, -3, 1800, -3, -9, 7, 12, 3
(10) CCCCOc1ccc(C(O)(CCC)CCN2CCOCC2)cc1 (stereo not drawn)
→ 3, 1, 0.9, -3, 1598, 4, -7, 4, 7, 14
(7) O=C(CCc1nc2ccccc2[nH]c1=O)OCC(=O)N1CCc2ccccc21
→ -1, 1.1, 1, -10, 1565, -4, -7, -3, 3, 3
(28) O=C(c1ccc2c(c1)OCO2)C1CCCN(Cc2ccc3cccc(F)c3n2)C1 (stereo not drawn)
→ 1, 1, 0.7, -1, 1521, -2, 0, 10, 7, 28

Following part.
Fields: PPARg SRC-3 ag, TNAP act hi DEA, bIAP activator, TNAP inh hiacc, SRC2 TRFRET art, HMGR II inh, TNAP inh no acc, PPARg SRC-1 ag, PPARg SRC2 recr, bIAP inh
(31) Clc1cccc(Cl)c1COc1ccccn1
→ -4, 1.1, 0.9, -7, 1628, -1, -1, 2, -2, 11
(32) O=C(NC1CCCCC1)NC1CCN(S(=O)(=O)Cc2ccccc2)CC1
→ -5, 1, 0.9, -2, 1385, 3, -10, 4, -3, 6
(33) CCc1ccccc1-n1c(SCC(=O)Nc2ccc3c(c2)OCCO3)nc2[nH]ncc2c1=O
→ 3, 1.1, 1.4, -6, 1694, -6, -20, 8, -1, -35
(34) CCN(CC)C(=O)C(=O)c1cn(CC(=O)N2CCc3ccccc3C2)c2ccccc12
→ 2, 1, 0.8, 3, 1574, -1, -3, 2, -2, 17
(35) Cc1c(N/N=C(\C#N)C(=O)c2ccccc2)c(=O)n(-c2ccccc2)n1C
→ 5, 0.7, 0.8, 30, 1806, -1, -80, 5, 5, 15
(36) O=C(Nc1cc(S(=O)(=O)N2CCOCC2)ccc1Cl)C(=O)c1c(-c2ccccc2)cc2ccccn12
→ 6, 1, 0.8, 1, 1571, -6, 0, 6, 5, 17
(37) Cc1c(NC(=O)c2cc(C3CC3)on2)c(=O)n(-c2ccccc2)n1C
→ 0, 1, 0.9, -2, 1635, 0, -13, 2, 7, 11
(38) Cc1c(Br)c([N+](=O)[O-])nn1CCCC(=O)Nc1sc2c(c1C(N)=O)CCC(C)C2 (stereo not drawn)
→ 5, 1, 0.8, -2, 1740, 0, -19, 5, 6, 18
(39) O=C(/C=C/c1ccc(Cl)c([N+](=O)[O-])c1)Nc1cccc(NC(=O)c2ccco2)c1
→ -4, 1, 1.4, -2, 1459, -1, -3, -4, -4, -35
(40) CCOC(=O)c1ccc(N2CSC3=C(C#N)C(c4ccc(OC)cc4OC)CC(=O)N3C2)cc1 (stereo not drawn)
→ 15, 1, 0.7, -1, 1614, -1, -10, 7, 10, 27
(41) O=C(NCc1c(F)cccc1F)c1cc(COc2c(F)cccc2F)on1
→ 1, 1, 1, 1, 1636, -6, -7, 4, 4, -1
(42) COc1ccc(-c2noc(CSc3nnc(CCc4ccccc4)n3-c3ccccc3)n2)cc1OC
→ 2, 1.1, 1.3, -6, 1579, -3, -11, 5, 1, -27
(43) CC(C)Cn1cnc2c1c(=O)n(CC(=O)N(C)C)c(=O)n2Cc1ccccc1
→ 2, 1.1, 1.1, -9, 1490, 3, -12, 9, 0, -8
(44) CN(C)c1nc(N(C)C)nc(N2CC(CCl)OC2=N)n1 (stereo not drawn)
→ 5, 1.1, 1, -7, 1739, -1, -10, 7, 6, -2
(45) COCCSc1ccccc1C(=O)Nc1ccccc1C#N
→ 2, 1.1, 1, -5, 1388, -1, -12, 6, -1, 2
(46) O=C(CS(=O)(=O)Cc1ccccc1)N1CCN(c2cccc(C(F)(F)F)c2)CC1
→ -2, 1, 1, 2, 1491, 3, -8, -3, -3, 4
(47) C=CCn1c(SCC(=O)Nc2cccc(OC)c2)nnc1-c1cccnc1
→ 7, 1, 1, -2, 1647, -8, 1, -3, 8, -2
(48) CCC(=O)N1CCc2cc(S(=O)(=O)CCC(=O)N3CCc4ccccc4C3)ccc21
→ 14, 1, 1.1, -4, 1754, 1, -9, 10, 5, -8
(49) CCCCCN(C(=O)NC(=O)Nc1ccccc1C)S(C)(=O)=O
→ 1, 1.1, 0.9, -8, 1658, -2, -7, -1, -4, 5
(50) COc1ccccc1C(C)NCC(=O)NCC(=O)Nc1ccc(F)c(F)c1F (stereo not drawn)
→ -1, 1.1, 1.1, -6, 1470, -2, -24, 3, 4, -5
(51) Cc1nc2cc(-c3cccs3)[nH]n2c(=O)c1C
→ 11, nt, nt, nt, 1562, -1, nt, 6, 5, nt
(52) CCC1C(c2ccccc2)N(C)C(c2ccccc2)CC1(O)c1ccccc1 (stereo not drawn)
→ 0, 1, 0.8, -4, 1531, -4, -7, 0, -5, 21
(53) Cc1ccc(-n2cc(-c3ccccc3)c3c(N4CCOCC4)ncnc32)cc1
→ 2, 1, 1.1, 2, 1520, 0, -10, 1, 4, -15
(54) Cc1nnc(SCC(=O)NC(=O)NC2CCCC2)n1N
→ 0, 1, 1, -3, 1550, 2, -6, -1, 7, 0
